Compound activity as filed in PubChem BioAssay.
Bcl-2 Bim block = human Bim-Bcl-2 interaction inhibition; P10415; Bead-based flow cytometry, Bim peptide-Bcl-2 binding; inhibition, % at 10 µM; 190,000 compounds, 0.06% hits; AID 950; in the data active = inhibition above about 40%; inconclusive = no clear call, values can overlap the other calls;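 note: 0% = no compound wells with probe peptide and 100% = reference peptide inhibitor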
Target sequence (P10415 whole entry, looked up): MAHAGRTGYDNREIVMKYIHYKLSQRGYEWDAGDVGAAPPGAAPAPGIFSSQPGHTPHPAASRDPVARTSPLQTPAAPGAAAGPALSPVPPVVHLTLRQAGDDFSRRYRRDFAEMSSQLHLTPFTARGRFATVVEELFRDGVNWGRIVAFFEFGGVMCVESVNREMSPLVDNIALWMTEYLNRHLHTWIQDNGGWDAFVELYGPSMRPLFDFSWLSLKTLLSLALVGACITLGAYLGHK
Bcl-W Bim block = human Bim-Bcl-W interaction inhibition; inhibition, % at 10 µM; AID 952; bead-based flow cytometry, Bim peptide-Bcl-W binding; Q92843; 190,000 compounds, 0.02% hits;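 note: 0% = bound tracer without compound and 100% = peptide blocker; higher means less fluorescent Bim peptide bound to Bcl-W beads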
Bim-Bcl-B = human Bim-Bcl-B interaction inhibition; Q9HD36; bead-based flow cytometry, Bim peptide-Bcl-B binding; inhibition, % at 10 µM; 190,000 compounds, 0.073% hits;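 note: 0% = tracer peptide without compound and 100% = reference inhibitor peptide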
Target sequence (Q9HD36 whole entry, looked up): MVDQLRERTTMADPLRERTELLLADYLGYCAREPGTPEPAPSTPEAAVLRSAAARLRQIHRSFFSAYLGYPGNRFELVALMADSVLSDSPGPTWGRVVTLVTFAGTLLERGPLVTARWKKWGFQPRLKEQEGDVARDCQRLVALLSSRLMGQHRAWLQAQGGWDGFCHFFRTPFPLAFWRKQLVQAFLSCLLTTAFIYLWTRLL
Bcl-XL Bim block = inhibitors of Bim-Bcl-XL interaction, human. AID 1007. Bim peptide-Bcl-XL binding, bead flow cytometry, fluorescence. inhibition, % at 10 µM. Q07817. 190,000 compounds, 0.04% hits
Target sequence (Q07817 whole entry, looked up): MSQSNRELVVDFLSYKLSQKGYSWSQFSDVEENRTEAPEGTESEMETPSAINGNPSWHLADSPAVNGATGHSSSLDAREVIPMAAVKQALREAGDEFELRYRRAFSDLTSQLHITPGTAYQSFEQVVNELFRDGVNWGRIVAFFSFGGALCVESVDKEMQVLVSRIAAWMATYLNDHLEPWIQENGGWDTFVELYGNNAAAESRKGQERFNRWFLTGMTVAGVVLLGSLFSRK
Avidin fluor = compound fluoresces at 488/530 nm on avidin beads | compound fluorescence 488/530 nm, flow cytometry; stronger effect = higher value | fluorescence (KMESF) at 10 µM | 220,000 compounds, 0.38% hits | AID 1775; in the data active = fluorescence above about 47; note: inactives centre near 10
ABCG2 inh = human ABCG2 inhibition, ABCB1 as counter-screen; Q9UNQ0; IgMXP3 cells, JC-1 efflux, flow cytometry; AID 1325; inhibition, % at 6.6 µM; 190,000 compounds, 0.1% hits;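 active = inhibition above 80%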;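 note: 0% = DMSO and 100% = nicardipine control wells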
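Test system: ABCG2 IgMXP3 and barcoded ABCB1 CCRF-Adr cell mix; Schedule: cells with compound and JC-1, 10 min at 25 °C, rotating, no wash; Technique: flow cytometry of retained JC-1 fluorescence; Measure: % inhibition of efflux relative to nicardipine and DMSO; Controls: nicardipine high and DMSO low controls.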
ABCB1 block = inhibitors of human ABCB1 transporter, ABCG2 counter-screen. CCRF-Adr cells, JC-1 efflux, flow cytometry. inhibition, % at 6.6 µM. 190,000 compounds, 0.067% hits. P08183; in the data active = inhibition above about 40%;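 note: 0% = vehicle and 100% = reference inhibitor; higher value means more JC-1 retained so stronger ABCB1 efflux block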
RGS7-Gao = modulates binding of RGS7 to human Galphao | P09471 | Multiplexed bead flow cytometry; actives lie on both sides | binding response (% of control), % at 10 µM | 220,000 compounds, 0.35% hits; in the data active = binding response below about 49% or above about 150%; inconclusive = no clear call, values can overlap the other calls; inactive = in between;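 note: fluorescent Galphao held in activated GDP-AlF4 state binding bead-coupled RGS7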
Target sequence (P09471 whole entry, looked up): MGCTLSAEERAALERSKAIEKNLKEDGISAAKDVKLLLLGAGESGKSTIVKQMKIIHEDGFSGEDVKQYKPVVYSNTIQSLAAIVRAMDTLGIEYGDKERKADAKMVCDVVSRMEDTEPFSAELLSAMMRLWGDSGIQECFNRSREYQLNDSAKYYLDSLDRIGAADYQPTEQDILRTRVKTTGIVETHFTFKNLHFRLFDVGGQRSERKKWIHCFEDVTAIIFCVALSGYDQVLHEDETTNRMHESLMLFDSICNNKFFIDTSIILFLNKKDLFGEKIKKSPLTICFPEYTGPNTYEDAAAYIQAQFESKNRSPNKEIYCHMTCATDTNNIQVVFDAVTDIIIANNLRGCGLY
GSH bead fluor = GSH bead compound fluorescence profile; fluorescence (KMESF) at 10 µM; 190,000 compounds, 0.25% hits; AID 1776; GSH beads flow cytometry, compound fluorescence 488/530 nm; stronger effect = higher value; in the data active = fluorescence above about 89;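 note: glutathione beads carrying GST-tagged Bcl family fusion proteins plus one bare bead set; values are compound well signal with DMSO vehicle wells as background; inactives centre near 16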
RGS4-Gao reg = human RGS4-Galphao interaction regulation; P09471; Multiplexed bead flow cytometry, RGS4-Galphao binding; actives lie on both sides; binding response (% of control), % at 10 µM; 220,000 compounds, 0.33% hits; AID 1415; in the data active = binding response below about 49% or above about 150%; inactive = in between;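 note: fluorescent Galphao activated with aluminum fluoride binding bead-coupled RGS4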
Bim-Bfl-1 = human Bim-Bfl-1 interaction inhibition | 190,000 compounds, 0.12% hits | Q16548 | AID 1008 | Bead-based flow cytometry, Bim-Bfl-1 binding inhibition | inhibition, % at 10 µM;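 note: 0% = wells without compound plus tracer and 100% = blocker peptide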
* = called active by the depositor; ? = inconclusive. Cut-off read from the data, not from the text of the source, unless noted: active = inhibition above about 40%.

SMILES	Bcl-2 Bim block	Bcl-W Bim block	Bim-Bcl-B	Bcl-XL Bim block	Avidin fluor	ABCG2 inh	ABCB1 block	RGS7-Gao	GSH bead fluor	RGS4-Gao reg	Bim-Bfl-1
COCCNC(=O)C(c1cccc(OC)c1)N(C(=O)Cn1nnc2ccccc21)c1cccnc1 (stereo unspecified)	-8	0	-8	-7	13	2	0.7	100	35	102	-16
CSCCC(NC(N)=O)C(=O)N(C)CC(=O)Nc1cc(C)ccc1C (stereo unspecified)	2	15	0	4	28	-3	-0.7	101	10	103	-2
c1ccc(-c2nc3ccccc3o2)nc1	-1	-2	0	-2	37	2	0.2	98	13	98	0
Cc1cc(Cl)ccc1OCC(=O)NNC(=O)C1CCCO1 (stereo unspecified)	-2	0	-2	-4	9	-1	0.1	106	23	104	-3
CCSc1ncc(C)cc1[N+](=O)[O-]	-7	-3	-4	-4	13	15	0.2	99	11	100	-14
Cc1ccc(N(CC(=O)Nc2ccccc2-c2ccccc2)S(=O)(=O)c2ccccc2)c(C)c1	-2	-3	-3	-6	10	3	2.6	94	24	95	0
COc1ccc(-n2cnnc2SCC(=O)N2CCN(S(=O)(=O)c3ccccc3)CC2)cc1	-1	1	-2	1	8	0	0.3	101	67	99	-4
C=CCn1c(SCC(=O)c2cc(C)n(C(C)COC)c2C)nc2sc(C)c(C)c2c1=O (stereo unspecified)	4	13	-2	0	32	53	8.8	97	10	97	5
COc1ccc(NC(=O)Nc2nnc(CC(=O)NCc3ccccc3)s2)cc1	1	-3	0	0	12	0	0.1	99	25	102	-3
COC(=O)c1cccc(NC(=O)Cc2coc3cc(OC)ccc23)c1	-9	-6	-4	-8	24	38	0.0	101	30	101	-5
CC(C)OCCCn1c(SCC(=O)N2CCc3ccccc32)nc2ccccc2c1=O	11	-1	3	1	19	4	4.6	99	7	99	11
Cc1cccc(C(=O)n2c(=S)nc3ccccn32)c1	-12	-4	-26	-22	8	6	0.9	120	20	102	0
O=C(c1ccco1)N1CCN(C(=O)c2snc3ccc(Cl)cc23)CC1	-6	0	-2	-4	39	2	0.8	99	21	99	-1
CC1CNCCN1S(=O)(=O)c1cccc2cnccc12 (stereo unspecified)	1	0	-3	-3	10	-1	-0.2	96	23	95	0
c1ccc(-c2nc3nc4ccccc4nc3n2Cc2ccco2)cc1	0	5	-2	-1	10	3	0.7	100	12	98	1
COc1ccc(CC(=O)OCC(=O)Nc2ccc(Cl)cn2)cc1	-10	0	-9	-3	8	1	0.5	104	61	104	-19
Cc1sc(NC(=O)COc2cccc(-n3cnnn3)c2)c(C#N)c1C	0	2	5	0	12	1	0.0	79	14	75	3
COc1cc(Cl)cc(C=O)c1OCC(=O)O	-3	0	-3	-1	8	1	-0.4	86	10	99	-2
CC(C)(O)C#Cc1ccc(C(=O)NC2CCCCC2)s1	0	-2	-3	0	9	6	1.2	?	20	102	-4
COc1ccc(CN(C(=O)c2cccs2)c2nccs2)cc1OC	0	-3	-1	-2	15	0	-2.0	96	24	96	-2
CN=c1oc2ccc(Cl)cc2cc1C(N)=O	3	1	1	-3	13	7	1.2	94	8	85	-2
O=C(c1ccc(Cl)cc1)c1coc2ccc(O)cc12	-3	-3	-1	-2	14	3	0.2	101	68	101	-5
Cc1cc(C)cc(-n2ccnc2SCC(=O)Nc2ccc3c(c2)OCCO3)c1	-5	2	-7	-6	5	2	0.6	103	38	95	-10
Cc1ccc(NC(=S)NC(=O)c2ccc(Br)o2)c(C)c1	-3	2	-1	1	9	6	0.8	?	12	104	-2
CCN(Cc1ccccc1)C(c1cc2cc(C)ccc2[nH]c1=O)c1nnnn1CCOC (stereo unspecified)	-4	-1	-2	0	14	3	1.5	91	24	88	-2

Next part, starting with the last three of the part before.
SMILES	Bcl-2 Bim block	Bcl-W Bim block	Bim-Bcl-B	Bcl-XL Bim block	Avidin fluor	ABCG2 inh	ABCB1 block	RGS7-Gao	GSH bead fluor	RGS4-Gao reg	Bim-Bfl-1
Cc1cc(C)cc(-n2ccnc2SCC(=O)Nc2ccc3c(c2)OCCO3)c1	-5	2	-7	-6	5	2	0.6	103	38	95	-10
Cc1ccc(NC(=S)NC(=O)c2ccc(Br)o2)c(C)c1	-3	2	-1	1	9	6	0.8	?	12	104	-2
CCN(Cc1ccccc1)C(c1cc2cc(C)ccc2[nH]c1=O)c1nnnn1CCOC (stereo unspecified)	-4	-1	-2	0	14	3	1.5	91	24	88	-2
O=C(N/N=C/C1CC=CCC1)c1ccc(O)cc1O (stereo unspecified)	4	0	0	0	2	-7	-1.3	94	8	97	2
CNC(=O)c1ccc(-c2sc3nc(N4CCOCC4)c4c(c3c2N)CCCC4)o1	2	0	0	1	33	3	0.8	100	10	101	4
C/C(=N\S(=O)(=O)c1ccc(C)cc1)Nc1cc(C(C)C)c(O)cc1C	3	-3	0	-3	6	0	0.1	106	18	101	0
CCN(CC)S(=O)(=O)c1ccc2c(c1)nc(CCC(=O)OCC(=O)Nc1c(F)cccc1F)n2C	0	-1	-4	-3	1	4	0.5	94	8	89	0
O=C(Cc1ccccc1)NCc1ccncc1	-1	0	-3	0	8	-3	0.0	100	13	103	-4
CCOC(=O)NC(=O)c1cn(C(CC)CO)c(=O)[nH]c1=O (stereo unspecified)	-2	-5	-6	-6	3	5	0.4	101	12	99	-2
Cn1cnnc1SCCCN1C(=O)c2cccc3cccc(c23)C1=O	-5	-2	-5	-3	11	16	1.8	104	9	103	-6
Fc1ccccc1CSc1ncnc2c1oc1ccccc12	-17	-1	-7	-12	15	40	0.0	103	36	105	-22
COCCN(C(=S)Nc1ccccc1OC)C1CCN(C(C)=O)CC1	2	-2	-1	0	14	-4	-0.4	101	21	99	-1
CCOC(=O)C1CCN(C(=O)c2c(-c3c(Cl)cccc3Cl)noc2C)CC1	-4	0	-7	-9	7	3	1.6	100	33	98	-13
CCOC(=O)C1(Cc2cccc(F)c2)CCN(Cc2cnn(CC)c2C)CC1	-4	0	0	-2	17	0	2.1	101	12	102	-2
CC(C)(C)NC(=O)CSC(=Nc1ccc(F)cc1)NC#N	0	0	0	0	9	0	0.0	100	22	94	0
CCC(C)(C(=O)NC1CCCC1)N(CC1CCCO1)C(=O)CNC(=O)c1ccccc1 (stereo unspecified)	-4	-1	-6	-5	6	3	1.2	102	33	104	-9
CCOC(=O)Cc1cc(=O)n(-c2nc3ccccc3s2)[nH]1	-4	1	-2	-1	33	0	-0.6	100	26	100	-6
O=C(Nc1cccc(C(F)(F)F)c1)C(=O)N1CCCCC1	-2	0	-6	-1	5	1	0.6	99	20	103	-5
S=C(NCCN1CCOCC1)Nc1ccc(Nc2ccccc2)cc1	-2	-3	-8	-4	2	1	0.5	99	9	99	-4
CCCCCOc1ccc(OC(=O)c2ccncc2)cc1	-5	0	0	0	18	0	0.0	100	4	98	-5
COc1ccc(NC2=NCC(=O)N2Cc2cccs2)cc1	1	3	3	2	10	2	0.2	102	30	100	3
Nc1c(C(=O)O)ccc2c1C(=O)c1ccccc1C2=O	-2	1	4	1	9	6	-0.1	?	18	98	0
CCSc1nnc(-c2ccccc2SC)o1	-4	0	-3	-2	26	4	0.2	105	7	103	-2
CN(C)CCCOc1ccc(Cl)cc1Br	-9	-4	-7	-4	11	1	0.5	109	17	105	-7
NC(=O)Cc1ccc(C(=O)c2ccc(F)cc2)s1	-6	-3	-7	-2	31	3	0.2	103	11	101	-11
COc1ccc(CSc2nncn2C)cc1F	-3	-1	-3	-2	10	0	0.1	99	18	102	-5
O=C(N/N=C\c1cccc(Cl)c1)c1ccc(Cn2cccn2)o1	-12	-6	-8	-10	12	10	1.2	104	11	103	0
CCOC(=O)CCC(=O)NCc1ccc2c(c1)cc(C)n2C	-3	0	0	2	53*	1	0.1	125	15	127	0
SMILES	Bcl-2 Bim block	Bcl-W Bim block	Bim-Bcl-B	Bcl-XL Bim block	Avidin fluor	ABCG2 inh	ABCB1 block	RGS7-Gao	GSH bead fluor	RGS4-Gao reg	Bim-Bfl-1
CSc1ccc(S(=O)(=O)Nc2ccc(F)cc2)cc1	-3	1	0	-4	10	3	0.7	103	25	104	-2
CCN(CC)c1ccc(C(=O)OCC(=O)N(C)Cc2ccccc2)cc1	-1	-3	-1	-2	10	0	0.3	105	16	101	-5
Cc1nc(=O)c(-c2ccccc2)c(C)n1-c1ccccc1O	1	-3	0	-5	7	-3	-0.7	102	62	104	0
Cc1ccc(C(=O)N2c3ccccc3CC2C)o1 (stereo unspecified)	1	-6	0	-4	11	12	1.4	?	15	101	1
COc1ccc(NC(=O)COC(=O)c2ccncc2)c(OC)c1	-4	2	0	-2	11	17	1.3	?	12	99	-6
CC1Cc2ccccc2N1C(=O)CSc1nnnn1C (stereo unspecified)	-2	2	1	-14	3	1	0.4	102	251*	94	0
CCOc1ccccc1C(=O)N(CN1CCCC1=O)c1cccc(Cl)c1	-1	-3	-2	-4	15	6	2.1	104	23	105	-1
COc1ccc(CN(C)Cc2ccccc2)c(OC)c1OC	-2	-3	0	-4	1	1	0.5	101	5	99	0
Cn1c(SCc2nc3cc(C(=O)O)ccc3c(=O)[nH]2)nnc1C(F)(F)F	-2	-2	-6	-1	11	-2	0.2	?	17	101	-5
COc1ccccc1/C=N/NC(=O)C(=O)Nc1ccccc1OC(F)(F)C(F)F	-19	-3	-12	-6	9	15	0.4	88	17	92	-12
CCOc1ccc(NC(=O)CN(c2ccc(OCC)cc2)S(=O)(=O)c2c(C)[nH]c(=O)[nH]c2=O)cc1	-4	-3	-2	-1	8	-5	-1.4	99	10	101	-2
O=C(CNC(=O)c1cnccn1)Nc1ccc(F)c(F)c1F	-5	-3	-8	-4	9	0	0.1	103	5	102	-11
COC(=O)C1C(c2ccccc2)C(C(=O)O)C1c1ccccc1 (stereo unspecified)	0	3	-3	0	15	0	-0.1	103	10	100	0
Cc1ccc(-n2c(=O)c(C#N)cc3c(=O)n4ccccc4nc32)cc1C	-3	-2	-2	-1	9	3	0.3	99	5	99	-8
O=C(NN1C(=O)c2cc(Br)ccc2NC1c1cc(Br)cc(Br)c1O)c1ccncc1 (stereo unspecified)	4	0	3	-2	7	0	0.7	116	9	111	6
CC(C)=C(NC(=O)c1ccccc1)C(=O)N/N=C(\C)c1ccccc1O	-3	-1	0	-5	11	8	0.3	96	20	95	0
O=C(/C=C/c1ccccc1)NCc1ccco1	-4	-1	-1	0	12	4	0.4	97	10	96	-6
N#CCCn1cc(/C=N/NC(N)=S)c(-c2ccc(Br)cc2)n1	-1	-2	-4	-1	12	21	-0.7	102	12	100	4
CCc1ccc(OCc2nnc(SCCN3CCOCC3)n2CC)cc1	-9	2	-5	-2	20	1	1.1	103	24	104	-7
CC(c1nccs1)N(C)c1nc2nonc2nc1N(C)C (stereo unspecified)	-11	-5	-7	-5	9	0	0.2	99	54	100	-15
C=CCNC(=S)NCc1cccnc1	-4	0	0	1	14	-2	-0.5	112	5	112	0
CC(=O)Nc1ccc(C(=O)OC2CCOC2=O)cc1 (stereo unspecified)	-12	0	-10	-5	10	2	0.6	97	26	102	-13
Cc1ccc(S(=O)(=O)CCC(=O)N2CCN(c3ccc(Cl)cc3)CC2)cc1	2	0	1	-7	3	0	0.3	101	10	101	4
